# Source: PubChem BioAssay (several laboratories)
# Bcl-B TR3 displacers = displacers of TR3 peptide from Bcl-B, primary screen, selectivity assay for Bfl-1 inhibitor project, biochemical, fluorescence polarization; FP displacement of FITC-TR3 peptide from Bcl-B; higher % means a stronger effect; displacement, % at 20 µM; hits with a dose series show IC50 in µM; hit rate 0.11% among 96,000; AID 748;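 active = displacement above 50% at 20 µM plus a fluorescence interference ratio under 1.5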;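 note: plate controls were wells without compound for no effect and wells lacking Bcl-B protein for full effect; a part of the inactive calls stands beside numbers as strong as those of hits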
# NFkB transloc inh = blocks IL-1B driven NFkB nuclear translocation in HUVEC cells | HUVEC IL-1B NFkB p65 nuclear translocation imaging | inhibition, % at 2 µM | hit rate 0.43% among 94,000 | AID 796;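 active = inhibition above about 30% together with a positive call from visual inspection of the well image, limit read from the data; inconclusive = inhibition above a set limit but visual check negative; inactive = inhibition not above a set limit, visual check negative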;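 note: nuclear over cytoplasmic p65 intensity ratio measured by imaging; 0% = IL-1B stimulated DMSO wells and 100% = unstimulated DMSO wells; values of inactives mirror those of a sister screen read the other way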
# PLAP inhibitors HTS = inhibition of human placental alkaline phosphatase – biochemical, luminescence, HTS (AID 690); purified PLAP, luminescent substrate; higher % means a stronger effect; inhibition, % at 20 µM; hits with a dose series show IC50 in µM; hit rate 0.08% among 96,000; in the data active = a potency from the dose series; inactive = the rest, 99 in 100 with inhibition below about 30%; note: strong numbers were not always called active
# MRP resist rev = compounds reversing MRP-mediated drug resistance; hit rate 0.04% among 85,000; differential viability (reversal), % at 10 µM; H69AR cells + 2 uM doxorubicin, CellTiter-Glo, 72 h;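 active = viability drop by adding the cancer drug above about 55%, with treated viability meeting a 40% cutoff, limit read from the data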;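 note: viability without doxorubicin minus viability with 2 µM doxorubicin for each compound; larger differential means the compound sensitizes cells more to doxorubicin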
# NFkB transloc pot = enhances IL-1B driven NFkB nuclear translocation | HUVEC IL-1B NFkB p65 nuclear translocation imaging | activation, % at 2 µM | hit rate 0.3% among 94,000 | AID 819;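 active = activation above 40%, about the mean plus 3 SD, also judged a hit on visual image review; inconclusive = activation above 40% but not a hit on visual review; inactive = activation not above 40% and no visual hit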;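 note: percent activation is computed from the nuclear over cytoplasmic p65 intensity ratio; values of inactives mirror those of a sister screen read the other way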
# MRP resist rev cytotoxicity = recorded beside MRP resist rev, whose call it bears; viability, %; H69AR cells, CellTiter-Glo, 72 h; measured here: cytotoxicity without doxorubicin
# MRP resist rev with doxorubicin = further read-out of MRP resist rev, marked with its call; viability, %; measured here: viability with 2 uM doxorubicin; stronger effect = lower value
# NFkB transloc inh cell count 2 µM = also measured in NFkB transloc inh; calls as there; cell count; measured here: cells passing quality filter;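 raw number of nuclei counted in each imaged well without normalization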
# NFkB transloc pot cell count 2 µM = further read-out of NFkB transloc pot, marked with its call; cell count; measured here: cells passing quality filter
# The depositor's hits bear a star; ? = inconclusive; . = not tested or not shown. This is a subset (hit frequency here may not be typical).
SMILES,Bcl-B TR3 displacers,NFkB transloc inh,NFkB transloc inh cell count 2 µM,PLAP inhibitors HTS,MRP resist rev,MRP resist rev cytotoxicity,MRP resist rev with doxorubicin,NFkB transloc pot,NFkB transloc pot cell count 2 µM
Cc1c(NS(=O)(=O)N2CCCC2)c(=O)n(-c2ccccc2)n1C,5%,9,79,6%,-2,84,86,-9,79
Cc1ccc(Cn2ccc(NC(=O)c3cc(-c4ccc5c(c4)OCO5)on3)n2)cc1,-4%,11,96,8%,-9,82,92,-11,96
COC(=O)c1cccc(S(=O)(=O)N2CCC(c3nc4ccccc4o3)CC2)c1,.,-4,81,.,13,91,78,4,81
COc1ccc(/C=N/n2cnnc2SCc2ccccc2)cc1,2%,-1,176,-25%,14,96,82,1,176
Cc1nc(NC(=O)c2ccco2)sc1C(=O)Nc1ccc(Br)cc1,-4%,-4,149,3%,-17,42,59,4,149
O=[N+]([O-])c1cccc(Cl)c1NCCNS(=O)(=O)c1ccccc1,4%,2,146,-5%,.,.,.,-2,146
Cc1cnc(NC(=O)CSc2ccccc2)s1,2%,-1,208,20%,.,.,.,1,208
COC(=O)C(CC(=O)c1ccc(Cl)cc1)c1ccc(C(C)C)cc1 (configuration not stated),-2%,-3,144,20%,.,.,.,3,144
CCNC(=O)CN(c1ccc(CC)cc1)S(C)(=O)=O,-1%,7,171,6%,4,104,100,-7,171
N/C(Cc1ccc(Cl)cc1Cl)=N\OC(=O)c1cccs1,0%,11,152,17%,.,.,.,-11,152
Cn1cnnc1SCC(=O)Nc1ccc(S(=O)(=O)N2CCCC2)cc1,-1%,-4,129,16%,.,.,.,4,129
CCOC(=O)/C(C#N)=C\c1c(C)cc(C)c(COC(C)=O)c1C,.,8,91,.,6,95,89,-8,91
Cc1ccc(S(=O)(=O)NCC(=O)OCC(=O)NC(=O)c2cccn2C)cc1,9%,2,61,-47%,7,105,97,-2,61
CCOC(=O)c1ccc(NC(=O)c2ccc(NS(C)(=O)=O)cc2)cc1,0%,-6,149,11%,0,66,66,6,149
CCOC(=O)N1CCN(c2ncnc3c2[nH]c2ccc(OC)cc23)CC1,1%,-4,158,13%,13,66,53,4,158
CCOC(=O)N/N=C(\C)c1ccc(Br)cc1,1%,-7,114,1%,-7,90,98,7,114
CC1CCCCC1NC(=O)CSc1nnc(-c2ccccc2)n1N (configuration not stated),-3%,.,.,-33%,15,107,92,.,.
COc1cc(CNCc2ccccn2)ccc1OCc1ccc(Cl)cc1Cl,0%,-1,76,-197%,.,.,.,1,76
CCCCNC(=O)Cn1cnc2sc(C(=O)OCC)c(C)c2c1=O,11%,-37,123,5%,-13,101,114,37,123
COC(=O)c1cc(-c2ccc3c(c2)OCO3)nc2ccccc12,17%,.,.,-1%,7,87,80,.,.
O=C(Oc1ccc(N(Cc2cccs2)C2=NS(=O)(=O)c3ccccc32)cc1)c1ccc(Cl)cc1,.,-8,161,.,64,108,45,8,161
O=C(Nc1ccc(N2CCOCC2)cc1)c1ccc(S(=O)(=O)N2CCCCC2)cc1,-19%,-3,132,-1%,-5,93,97,3,132
CCc1noc(C)c1C(=O)NCCc1ccc(OC)c(OC)c1,-4%,.,.,13%,-2,94,96,.,.
O=C(COc1ccc(Cl)cc1Cl)N1CCCCCC1,-10%,.,.,12%,15,92,77,.,.
CC(=O)NS(=O)(=O)c1ccc(NC(=O)CCC2CCCC2)cc1,-6%,1,104,3%,-9,76,85,-1,104
Cc1cc(C(=O)CSc2nc3ccccc3c(=O)n2C)c(C)n1Cc1ccc2c(c1)OCO2,-35%,-15,125,-30%,1,25,24,15,125
Cc1ccc(CCNC(=O)CN2C(=O)COc3ccccc32)cc1,-9%,.,.,6%,0,94,94,.,.
O=C(c1cccnc1NCc1ccccc1)N1CCOCC1,-3%,-20,106,7%,1,98,97,20,106
O=C(C1CCCN(S(=O)(=O)c2cnc[nH]2)C1)N1CCN(c2ccc(Cl)cc2)CC1 (configuration not stated),-5%,-2,58,-72%,16,94,78,2,58
O=C(N/N=C/c1ccccn1)c1ccco1,6%,-6,135,-58%,.,.,.,6,135
COc1cccc(N2CCN(C(=O)C3C4C=CC5(CN(Cc6ccccc6Cl)C(=O)C35)O4)CC2)c1 (configuration not stated),-1%,.,.,-62%,-1,93,94,.,.
Oc1cccc2ccc(/C=C/c3cccs3)nc12,-2%,-27,185,4%,2,12,10,27,185
Cc1cc(Cl)cc(Cl)c1OCC(=O)NCc1ccco1,-21%,1,197,-60%,5,101,95,-1,197
COc1cccc(/C(O)=C2/C(=O)C(=O)N(CCCN3CCOCC3)C2c2ccncc2)c1 (configuration not stated),8%,0,182,14%,2,92,90,0,182
Cc1nn(Cc2c(Cl)cccc2Cl)c(C)c1NC(=O)c1sc2ccccc2c1Cl,-6%,-10,166,5%,.,.,.,10,166
Cc1nc2c(-c3ccc(F)cc3)c(C)nn2c(N2CCOCC2)c1C,-4%,-2,134,-2%,26,71,44,2,134
Cc1cc(/C=C2/SC(=S)N(c3cccc(Cl)c3)C2=O)c(C)n1-c1cccnc1,.,-1,106,.,.,.,.,1,106
CCCN(Cc1cc2cc(OC)ccc2[nH]c1=O)C(=O)c1ccncc1,5%,2,99,-17%,-41,25,66,-2,99
O=C1C2C3c4ccccc4C(c4ccccc43)C2C(=O)N1Cc1cccnc1 (configuration not stated),-1%,12,93,6%,.,.,.,-12,93
CCS(=O)(=O)N1CCN(c2ccccn2)CC1,14%,18,112,11%,4,96,92,-18,112
COc1ccc(N2C(=O)C3CCCN3C2c2ccccc2F)cc1 (configuration not stated),-1%,-51,179,-37%,5,89,84,51*,179*
COc1cc(NC(=O)CCN2CCN(Cc3ccccc3)CC2)cc(OC)c1,-6%,6,49,-29%,1,77,77,-6,49
CN(C)c1ccc(NC(=O)c2ccncc2)c2ccccc12,-18%,-15,151,25%,-9,90,99,15,151
Cc1cccc(Oc2ccccc2N)c1,1%,5,122,12%,.,.,.,-5,122
Cc1cccc(-n2c(C)nc3sccc3c2=O)c1,-3%,-33,157,0%,.,.,.,33,157
N#CCSc1nc2sc3c(c2c(=O)n1C1CCCCC1)CCCC3,1%,-53,149,18%,.,.,.,?,.
O=S(=O)(c1ccccc1)N(CC(O)Cn1c2ccccc2c2ccccc21)c1ccccc1 (configuration not stated),8%,-90,161,-16%,.,.,.,?,.
O=C(O)c1cccc(NC(=O)C2C3C=CC(C3)C2C(=O)OCC(F)(F)C(F)F)c1 (configuration not stated),11%,-6,91,12%,-12,83,95,6,91
Cc1nnc(N2CCc3ccccc3C2)[nH]c1=O,-6%,-18,107,-12%,0,91,91,18,107
O=C(c1ccco1)N1CCN(S(=O)(=O)c2cccc(C(F)(F)F)c2)CC1,-4%,-8,194,-45%,.,.,.,8,194
CCOC(=O)Cn1ccc(O)c(Cc2ccc(Cl)cc2Cl)c1=O,-1%,1,137,-8%,.,.,.,-1,137
Cc1ccc(C)c(C(=O)c2c(C)nc3sccn23)c1,-1%,2,131,8%,8,94,86,-2,131
NC(=O)c1cc2ccccc2oc1=NCc1ccccc1,-8%,-4,155,11%,-1,72,74,4,155
Cc1nc2ccccc2n2c(-c3ccccc3)c3c(=O)n(C)c(=O)n(C)c3c12,9%,-5,139,-71%,4,67,63,5,139
COc1ccc(Cl)cc1NC(=O)CSc1nncn1-c1cccnc1,-6%,-9,148,-38%,-5,69,74,9,148
Cc1ccc2oc3c(c(=O)c2c1)C(c1ccc(F)cc1)N(CCCN1CCOCC1)C3=O (configuration not stated),0%,6,154,-57%,.,.,.,-6,154
Cn1nnc(NC(=O)CSc2ncn[nH]2)n1,-15%,-10,173,-28%,3,99,96,10,173
Cc1ccc(O)c(C2=Nc3ccccc3N=C(c3ccco3)C2)c1,-13%,-1,191,12%,-12,42,54,1,191
Cc1cc(N2CCN(C)CC2)nc2ccc(NC(=O)c3cccnc3Cl)cc12,-6%,4,173,-40%,6,88,81,-4,173
O=C(CN1C2CCCC1CC(NC(=O)c1ccco1)C2)Nc1ccccc1 (configuration not stated),1%,-6,151,-27%,-5,71,76,7,151
# Later entries
SMILES,Bcl-B TR3 displacers,NFkB transloc inh,NFkB transloc inh cell count 2 µM,PLAP inhibitors HTS,MRP resist rev,MRP resist rev cytotoxicity,MRP resist rev with doxorubicin,NFkB transloc pot,NFkB transloc pot cell count 2 µM
O=C(C1CSC2(c3ccc(F)cc3)CCC(=O)N12)N1CCCCCC1 (configuration not stated),-7%,.,.,-15%,14,92,77,.,.
COCCNC(=O)C1CCN(S(=O)(=O)c2ccccc2)CC1,-9%,-2,113,-2%,.,.,.,2,113
Cc1ccccc1OCC(=O)Nc1sc2c(c1C#N)CCC2,-4%,-1,92,5%,.,.,.,1,92
COc1ccc(OCCn2c(=N)n(CCO)c3ccccc32)cc1,-3%,-8,185,-16%,-3,80,83,8,185

# Another view of 3 compounds above.
mol: COCCNC(=O)C1CCN(S(=O)(=O)c2ccccc2)CC1
  Bcl-B TR3 displacers: -9%; NFkB transloc inh: -2; NFkB transloc inh cell count 2 µM: 113; PLAP inhibitors HTS: -2%; MRP resist rev: .; MRP resist rev cytotoxicity: .; MRP resist rev with doxorubicin: .; NFkB transloc pot: 2; NFkB transloc pot cell count 2 µM: 113

mol: Cc1ccccc1OCC(=O)Nc1sc2c(c1C#N)CCC2
  Bcl-B TR3 displacers: -4%; NFkB transloc inh: -1; NFkB transloc inh cell count 2 µM: 92; PLAP inhibitors HTS: 5%; MRP resist rev: .; MRP resist rev cytotoxicity: .; MRP resist rev with doxorubicin: .; NFkB transloc pot: 1; NFkB transloc pot cell count 2 µM: 92

mol: COc1ccc(OCCn2c(=N)n(CCO)c3ccccc32)cc1
  Bcl-B TR3 displacers: -3%; NFkB transloc inh: -8; NFkB transloc inh cell count 2 µM: 185; PLAP inhibitors HTS: -16%; MRP resist rev: -3; MRP resist rev cytotoxicity: 80; MRP resist rev with doxorubicin: 83; NFkB transloc pot: 8; NFkB transloc pot cell count 2 µM: 185

# In another format: results already given
compound	Bcl-B TR3 displacers	NFkB transloc inh	NFkB transloc inh cell count 2 µM	PLAP inhibitors HTS	MRP resist rev	MRP resist rev cytotoxicity	MRP resist rev with doxorubicin	NFkB transloc pot	NFkB transloc pot cell count 2 µM
CCOC(=O)Cn1ccc(O)c(Cc2ccc(Cl)cc2Cl)c1=O	-1%	1	137	-8%	.	.	.	-1	137
Cc1ccc(C)c(C(=O)c2c(C)nc3sccn23)c1	-1%	2	131	8%	8	94	86	-2	131
NC(=O)c1cc2ccccc2oc1=NCc1ccccc1	-8%	-4	155	11%	-1	72	74	4	155
Cc1nc2ccccc2n2c(-c3ccccc3)c3c(=O)n(C)c(=O)n(C)c3c12	9%	-5	139	-71%	4	67	63	5	139
COc1ccc(Cl)cc1NC(=O)CSc1nncn1-c1cccnc1	-6%	-9	148	-38%	-5	69	74	9	148
Cc1ccc2oc3c(c(=O)c2c1)C(c1ccc(F)cc1)N(CCCN1CCOCC1)C3=O (configuration not stated)	0%	6	154	-57%	.	.	.	-6	154
Cn1nnc(NC(=O)CSc2ncn[nH]2)n1	-15%	-10	173	-28%	3	99	96	10	173
Cc1ccc(O)c(C2=Nc3ccccc3N=C(c3ccco3)C2)c1	-13%	-1	191	12%	-12	42	54	1	191
Cc1cc(N2CCN(C)CC2)nc2ccc(NC(=O)c3cccnc3Cl)cc12	-6%	4	173	-40%	6	88	81	-4	173
O=C(CN1C2CCCC1CC(NC(=O)c1ccco1)C2)Nc1ccccc1 (configuration not stated)	1%	-6	151	-27%	-5	71	76	7	151
O=C(C1CSC2(c3ccc(F)cc3)CCC(=O)N12)N1CCCCCC1 (configuration not stated)	-7%	.	.	-15%	14	92	77	.	.
COCCNC(=O)C1CCN(S(=O)(=O)c2ccccc2)CC1	-9%	-2	113	-2%	.	.	.	2	113
Cc1ccccc1OCC(=O)Nc1sc2c(c1C#N)CCC2	-4%	-1	92	5%	.	.	.	1	92
COc1ccc(OCCn2c(=N)n(CCO)c3ccccc32)cc1	-3%	-8	185	-16%	-3	80	83	8	185
